Screening data from PubChem BioAssay.
Dynein transport: inhibitors of GR-EGFP nuclear translocation, primary screen, dynein cargo transport inhibitor project, imaging, high-content, 3617.4 mouse cells; test concentration mostly 20 µM; stimulated with dexamethasone, 1 µM; hits give low values; z-score, hits read low; 0.47% of 220,000 active;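 active means plate z-score of nuclear minus cytoplasmic receptor signal below a set negative limit, without overly bright fluorescence or cell loss, cut at about -3.5 in these data, passing the limit was not always enough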;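 further: z-score of nuclear minus cytoplasmic ring GR-EGFP intensity difference per well; some compounds called inactive have numbers as strong as hits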
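medium = tetracycline-free induction medium containing charcoal-stripped FBS | also added = 1.0 µM final dexamethasone stimulus | schedule = 48 h induction, 1 h compound, 30 min dex at 37 °C | technique = fixed, Hoechst-stained cells imaged at 10x for EGFP | measure = GR-EGFP nuclear translocation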
Insulin prom up: insulin promoter activators in MIN6 cells, imaging, high-content screening, mouse beta cells. MIN6 insulin promoter-GFP reporter; hits give high values. 0.3% of 190,000 active. z-score at 5 µM;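 active means z-score above 3 at 5 µM with at least 500 cells counted in the well; inconclusive means wells under 500 cells, flagged as cytotoxic or low count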
MT stabilize HCS: microtubule stabilizers in HeLa cells, primary screen, imaging, high-content imaging | HeLa tubulin immunostaining HCS, 24 h; share of cells brighter than vehicle mean+2SD | % tubulin-high responders, % at 10 µM | 0.83% of 200,000 active | AID 2205, 2009;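 active means plate Z-score above 3 for both tubulin-high and condensed-nucleus cell shares, with cell loss under 80%, at 10 µM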;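 further: anti alpha tubulin signal scored within the nucleus-defined area of each cell; some results filed as inactive read as strong as hits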
AID2073: inhibitors of Mint1-CaV2.2 protein interaction, biochemical, HTRF (AID 2073). Voltage-dependent N-type calcium channel subunit alpha-1B (Homo sapiens). HTRF protein-protein interaction, Mint1-CaV2.2; higher % means a stronger effect. inhibition, % at 20 µM; hits with a dose series show IC50 in µM. 0.19% of 290,000 active; in the data active means inhibition mostly above about 51%, no sharp cut-off; inconclusive means no clear call, values can overlap the other calls; inactive means mostly below about 53%; further: some results filed as inactive read as strong as hits
Yfh1-off respiration: enhancers of respiration in Yfh1-depleted yeast, dose response, Friedreich's ataxia, plus single-dose screen (AID 1465) | S. cerevisiae Yfh1-off respiration, WST-1 reduction, 72 h; higher fold induction means a stronger effect | fold induction at 50 µM, or EC50 in µM where a hit was titrated | 0.074% of 220,000 active;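 active means fold induction of absorbance versus untreated yeast above a set limit, then at least 30% activation at any dose in follow-up; inconclusive means repeats straddling the limit, or above it without dose testing; inactive means fold induction below the set limit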;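 further: activators that raise dye reduction in frataxin-depleted yeast; strong numbers were not always called active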
WT yeast gro inh: growth inhibition of WT strain, primary screen, mitochondrial fusion inhibitor project, WT and mutant strains, chemical genetic | mitochondrial fusion phenotypic screen | 2.1% of 190,000 active | AID 1362, 2008 | inhibition, % at 10 µM; in the data active means inhibition above about 58%; tested in S. cerevisiae
Autophagy HCS: autophagy modulators in MEF cells, primary screen, imaging, high-content, MEF GFP-LC3 | MEF GFP-LC3 puncta imaging; test concentration mostly 10 µM | calls only at 10 µM (by protocol) | 0.98% of 190,000 active;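 active means percentage of spot-positive cells more than 3 SD above its plate mean, without a fluorescence outlier flag or 80% toxicity; inconclusive means no clear call, values can overlap the other calls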;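 further: spot-positive cell cutoff set from DMSO-treated cells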
HIV fusion peptide: inhibitors of HIV fusion peptide binding, primary screen, biochemical, uHTS, fluorescence dequenching (AID 1986); cell-free peptide binding, fluorescence dequenching, 30 min; higher % means a stronger effect; one-dose inhibition, % at 20 µM; IC50 in µM for titrated hits; 0.3% of 290,000 active; in the data active means inhibition mostly above about 52%, no sharp cut-off; inactive means mostly below about 76%; further: some results filed as inactive read as strong as hits
b-catenin transl: modulators of beta-catenin nuclear translocation, primary screen, imaging, HeLa cells, immunofluorescence, high-content. nuclear translocation activity, % at 5 µM. 0.3% of 190,000 active. AID 1665, 2009;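 active means nuclear translocation activity above 50% at 5 µM, with a well cell count of 50 or more; inconclusive means wells under 50 cells across six images, flagged as toxic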;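 further: per-cell ratio of nuclear to cytoplasmic median beta-catenin stain intensity; plate controls were DMSO negative control for no effect and GSK-3 inhibitor IX positive control for full effect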
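Technique: fluorescence imaging of beta-catenin antibody stain plus DAPI / Material: human HeLa cell line / Incubation: compound treatment 24 h, 37°C, 5% CO2 / Read-out basis: % activation of per-cell nuclear versus cytoplasmic median beta-catenin signal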
WT yeast gro inh mutant strain: second read-out of WT yeast gro inh, no call of its own (marks repeat the call); inhibition, %; mitochondrial fusion phenotypic screen, mutant strain inhibition
Dynein transport cytoplasmic EGFP: further read-out of Dynein transport, marked with its call; z-score; measured here: cytoplasmic GR-EGFP intensity; hits give high values
Dynein transport nuclear GR-EGFP: further read-out of Dynein transport, marked with its call; z-score; measured here: nuclear GR-EGFP intensity;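 lower value marks the stronger effect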
Dynein transport cell count: recorded beside Dynein transport, whose call it bears; z-score; measured here: cell count per field
Insulin prom up cell count: second read-out of Insulin prom up, no call of its own (marks repeat the call); cell count; measured here: cytotoxicity, nuclei count;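 total cells summed across four imaged fields per well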
b-catenin transl cell count 5 µM: further read-out of b-catenin transl, marked with its call; cell count; measured here: cell count, cytotoxicity flag
MT stabilize HCS Hoechst-high %: also measured in MT stabilize HCS; calls as there; % Hoechst-high responders; measured here: nuclear condensation Hoechst responders;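 share of cells brighter than vehicle mean plus two SD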
MT stabilize HCS cytotoxicity %: further read-out of MT stabilize HCS, marked with its call; toxicity, %; measured here: cytotoxicity by cell density;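 0% = mean cell density of plate MIN control wells and 100% = no cells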
Autophagy HCS cell loss 18 h: further read-out of Autophagy HCS, marked with its call; toxicity, %; measured here: cell loss, nuclei count;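 cell loss after 18 h compound exposure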
Starred values were filed as active, the others as inactive; i = inactive; ? = inconclusive; · = no result given; + = active, no number.

Values run as follows: Dynein transport, Dynein transport cytoplasmic EGFP, Dynein transport nuclear GR-EGFP, Dynein transport cell count, Insulin prom up, Insulin prom up cell count, MT stabilize HCS, MT stabilize HCS Hoechst-high %, MT stabilize HCS cytotoxicity %, AID2073, Yfh1-off respiration, WT yeast gro inh, WT yeast gro inh mutant strain, Autophagy HCS, Autophagy HCS cell loss 18 h, HIV fusion peptide, b-catenin transl, b-catenin transl cell count 5 µM
NS(=O)(=O)c1cccc(NC(=O)CSc2nc3ccc(Cl)cc3[nH]2)c1
→ -0.36, -0.15, -0.087, -0.18, -0.13, 1125, 4.2, 2.1, 6.6, 12%, i, 3, -25, i, -13, 1.0%, 3.6, 1002
CCc1ccc2[nH]c(=O)c(CN(Cc3ccccc3)Cc3nnnn3Cc3ccco3)cc2c1
→ -0.67, -0.17, -0.12, 1, -0.62, 1112, 2.0, 2.0, 0.8, 14%, i, 12, -11, i, -2, 6.0%, -0.3, 1068
CCOC(=O)c1c(C)[nH]c(C)c1C(=O)CN1C(=O)NC2(CCC(C)CC2)C1=O (stereo not drawn)
→ -1.5, -0.19, -0.63, 1.1, -0.44, 1174, 1.1, 1.2, 5.1, -3%, i, -9, -2, i, -2, 0.2%, 1.3, 1186
CC(=O)c1ccc(-c2ccc([C@H]3[C@H]4C=CC[C@@H](C)[C@@H]4C(=O)N3Cc3ccccc3)c(F)c2)cc1
→ -0.63, -0.57, -0.12, -0.17, ·, ·, ·, ·, ·, 17%, i, ·, ·, ·, ·, 2.1%, -3.1, 1081
COc1ccc(S(=O)(=O)N(CC(=O)N2CCCC2)Cc2ccccc2)cc1
→ -0.3, -0.2, -0.16, 0.27, ·, ·, 1.2, 1.4, 13, 34%, i, 15, -8, i, -3, -0.9%, ·, ·
COC(=O)N/N=C\c1ccc(-c2cc(Cl)c(Cl)cc2Cl)o1
→ -0.56, -0.00031, -0.64, 1.8, 1.3, 1353, 4.2, 3.3, 4.5, 4%, i, 13, -12, i, 10, 6.0%, -1.3, 854
COc1cc2c(cc1OC)CN(CC(=O)Nc1ccc(C)cc1)CC2
→ 0.5, -0.019, 0.42, 0.067, 0.73, 908, 2.0, 2.7, 4.3, -1%, i, 4, -9, i, -5, -0.9%, ·, ·
Cc1ccc2nc(SCc3nnc(-c4cccs4)o3)[nH]c2c1
→ -0.71, -0.19, -0.22, 0.78, 0.08, 1148, 2.9, 3.1, 6.5, -9%, i, 3, 10, i, -1, -2.2%, 1.0, 1148
CC1(C)N([O-])c2cc([N+](=O)[O-])ccc2[N+]1=O
→ -2.5, 1.8, -0.81, -4, -0.27, 1392, ·, ·, ·, 22µM*, i, ·, ·, ·, ·, 3.1%, 1.0, 1152
COC(=O)C1=C(Nc2ccc(OC)cc2)C=C(C)C(C(=O)OC)C1c1ccc(C)cc1 (stereo not drawn)
→ -0.73, 0.098, -0.19, 0.015, 0.35, 953, 2.3, 1.9, 12, 10%, i, 12, 6, i, -3, -1.9%, 6.2, 774
C=CCNC(=O)c1ccc(N(C)S(=O)(=O)c2ccc(OC)cc2)cc1
→ 2.3, -0.12, 0.81, -1.3, 0.03, 901, 2.1, 1.5, 25, -5%, i, -10, -10, i, 8, -3.2%, ·, ·
CCN(CC)S(=O)(=O)c1ccc2c(c1)nc(SC(C)C(N)=O)n2-c1ccc(OC)cc1 (stereo not drawn)
→ -0.41, -0.26, -0.4, 0.27, ·, ·, 3.1, 1.9, 6.2, -15%, i, -3, 12, i, -5, 0.5%, ·, ·
CC(=O)N1CCOCCOCCN(C(C)=O)CCOCCOCC1
→ 0.33, -0.34, 0.27, 0.65, 0.85, 1361, 1.2, 1.6, 5.9, -2%, i, -14, 11, i, -9, 0.4%, 0.5, 1508
CC(C)(NO)/C(=N/O)c1ccc(Br)cc1
→ 0.15, -0.18, 0.024, -0.44, 0.87, 1053, 2.6, 1.5, 6.5, -7%, i, -26, 1, i, 10, 0.5%, -3.0, 1184
N#C/C(=C\c1cccc(NC(=O)c2ccccc2Cl)c1)C(=O)NCCc1ccccc1
→ -0.68, 0.2, -0.28, -0.55, -0.36, 1481, 11, 18, 21, 25%, i, 84*, 23*, i, 4, -0.4%, -0.6, 1065
CCCCc1ccc(S(=O)(=O)Nc2cc(C)on2)cc1
→ -0.025, -0.025, 0.0085, 1.6, -0.24, 1807, 4.0, 2.1, 1.8, 4%, i, -12, -25, i, -8, 2.9%, -0.8, 1045
CCOc1ccc(-c2c(=O)n(OCc3ccccc3Br)c3ccccc3[n+]2[O-])c(OCC)c1
→ 0.029, -0.35, 0.71, -0.28, -0.22, 1584, 3.6, 2.7, 7.5, 16%, i, 12, 14, i, 9, -2.0%, -0.4, 1071
COc1cc(C)c2occ(/C(C)=N\O)c2c1
→ -0.46, -0.34, -0.11, 0.55, -0.04, 1079, 5.8, 2.8, 2.2, 4%, i, -1, -51, i, 7, 4.1%, ·, ·
COc1ccccc1/C=C/C(=O)Nc1cccc(C(C)=O)c1
→ -1.3, -0.26, -0.73, 1.2, -0.36, 1574, 2.9, 1.5, 5.8, -3%, i, 9, 6, i, 18, 2.2%, -5.2, 1126
O=C(Nc1ccc2c(c1)OCCO2)C1CCC1
→ -0.18, 0.45, 0.11, 0.95, 0.11, 1249, 3.8, 2.0, 6.4, -2%, i, -6, 4, i, -3, -1.4%, 0.2, 1080
Cc1ccc2nc(SCc3nc4c(cnn4-c4ccccc4)c(=O)[nH]3)[nH]c2c1
→ 0.056, -0.19, 0.62, -0.098, -0.61, 1428, 2.3, 1.1, 5.2, 1%, ·, 4, -2, i, -27, -2.7%, 0.7, 1333
COc1ccc(OCC(O)Cn2c(Nc3ccccc3)nc3c2c(=O)n(C)c(=O)n3C)cc1 (stereo not drawn)
→ 0.48, -0.053, 0.62, -0.44, -0.45, 1068, 7.3, 3.1, 7.3, 11%, i, 21, 17, i, 6, 0.7%, -0.8, 1152
Cc1ccc(NC(=O)C2(c3ccccc3)CC2(Cl)Cl)cc1C (stereo not drawn)
→ 0.027, -0.073, -0.19, 0.6, -0.46, 1502, 3.2, 1.5, 9.4, -3%, ·, 73*, -12*, i, 2, -0.3%, -0.9, 1295
CCc1cccc(C)c1NC(=O)c1cccc(N(C)C)c1
→ -0.52, -0.098, -0.25, -0.37, ·, ·, 1.3, 1.5, 3.2, -6%, i, 24, 25, i, 4, -4.2%, ·, ·
CCOc1ccc(-c2nc(-c3cccnc3)no2)cc1OCC
→ 0.2, -0.022, -0.11, 0.87, -1.2, 873, 1.5, 0.8, 6.9, 7%, i, 6, 12, i, 1, -1.4%, -1.5, 1179
Cc1nc(CCNC(=O)Cc2ccc(Cl)cc2)cs1
→ -1.2, -0.33, -0.67, 1.4, 0.59, 1893, 2.6, 4.5, 5.0, -4%, i, 18, 14, i, 0, 0.6%, 2.2, 1124
O=C(O)C1CC(O)CN1C(=S)Nc1ccccc1 (stereo not drawn)
→ 0.22, -0.079, 0.12, 0.26, 0.76, 1445, 2.7, 2.2, 10, 2%, i, 0, 6, i, -7, -0.6%, 0.4, 1489
COc1ccc(CC(=O)OCC(=O)NCCc2ccccc2)cc1OC
→ -0.73, -0.19, -0.62, 0.26, -0.11, 1434, 3.2, 2.9, 7.6, 4%, i, -17, -7, i, -6, 2.3%, 1.8, 1147
CCC(CC)NC(=O)COC(=O)c1ccc(OCC(=O)Nc2ccccc2OC)c(OC)c1
→ 0.65, -0.22, 0.76, 0.83, -0.13, 988, 0.1, 2.5, 1.6, ?, i, -4, -2, i, -12, -0.2%, -4.4, 1187
COc1cc(OC)cc(C(=O)NC(=S)Nc2ccc(NC(=O)c3ccco3)cc2)c1
→ 0.12, -0.22, 0.13, -0.42, -0.07, 1327, 1.8, 3.2, 10, 16%, i, -7, 6, i, -5, -0.4%, -3.9, 520
Cc1[nH]c(=O)[nH]c(=O)c1S(=O)(=O)N1CCCC(C(=O)NCc2ccco2)C1 (stereo not drawn)
→ 0.25, 0.21, 0.49, -0.16, 0.2, 1148, 1.8, 1.5, 7.1, 5%, i, -10, 16, i, -2, 1.0%, -1.0, 1125
Cc1sc2nc(CSc3ccccc3)nc(N3CCC(C(N)=O)CC3)c2c1C
→ 2.9, -0.15, 0.98, -1.4, -0.33, 1244, 2.0, 2.6, 7.5, -6%, i, 25, -28, i, 10, -1.3%, -3.1, 1129
C=CCn1c(=O)c2ccccc2n2c(SCC(=O)NCCc3ccccc3)nnc12
→ -0.48, -0.081, -0.01, -0.26, 0.7, 1706, 2.1, 2.9, 7.0, 4%, i, -8, -14, i, -9, 1.3%, -1.2, 1072
O=C1CC(SCc2nc3ccccc3[nH]2)C(=O)N1c1cccc(F)c1 (stereo not drawn)
→ 1.1, -0.024, 0.65, -0.37, 0.08, 1404, 5.2, 1.8, 6.0, -4%, ·, 76*, 13*, i, -10, 4.7%, -0.4, 1088
C=CCn1c(Oc2cc(C)ccc2C)nc2c1c(=O)n(C)c(=O)n2C
→ 0.74, -0.25, 0.45, 0.51, -0.49, 1234, 3.2, 2.7, 8.4, 16%, i, -1, -11, +, 23*, 2.0%, -1.0, 1056
COC(=O)C(OC(=O)c1ccc(OC)cc1)C(=O)OC
→ 0.35, -0.23, -0.44, -1.1, 0.5, 1235, 4.6, 2.6, 4.8, 4%, i, -2, -3, i, -6, 2.9%, -1.1, 1242

Random draw from the library. About 4.2% of those tested had a hit in this group.
